Screening data deposited in PubChem by several laboratories.
AddAB inh – less growth of phage-infected E. coli with AddAB; E. coli expressing H. pylori AddAB, absorbance growth; inhibition, % at 11.9 µM; 330,000 compounds, 0.29% hits; AID 435030; in the data active = inhibition above about 12%;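 also: 0% = vehicle wells of infected cells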
HTR5A inv ctr – HTR5A inverse agonism, opioid heterodimer counter-screen. P47898. HTR5A cell line, luminescence. inhibition, % at 9.3 µM. 340,000 compounds, 0.083% hits. AID 504634; in the data active = inhibition mostly above about 23%, no sharp cut-off; inactive = mostly below about 18%;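 also: 0% = cells with DMSO and 100% = no-cell wells with DMSO; some compounds called inactive have numbers as strong as hits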
E coli growth – reduces bacterial viability in AddAB counter-screen; 330,000 compounds, 0.27% hits; E. coli V3065 growth, OD600 absorbance, 18 h; inhibition, % at 11.9 µM; AID 449728;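 active = inhibition above the campaign's mean inhibition across all tested compounds plus 3 SD, cut at about 9.9% in these data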;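 also: uninfected addAB+ strain grown without phage in ampicillin broth; 0% = DMSO wells and 100% = ciprofloxacin 0.95 µg/ml wells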
Tat export inh – blocks Tat-dependent protein export in E. coli; AID 488895; inhibition, % at 10 µM; E. coli MC4100 TorA-mCherry Tat export, fluorescence; 340,000 compounds, 0.036% hits;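 active = mean replicate inhibition at least 50% and at least half of replicates individually reaching 50%; inconclusive = only one of the two criteria met; inactive = neither criterion met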;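 also: exported cargo escapes ClpAP degradation while cytoplasmic cargo is degraded and loses fluorescence; 0% = median of neutral control wells and 100% = median of NaSCN control wells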
phage Ecoli inh – E. coli growth loss with phage present. AID 651602. inhibition, % at 11.9 µM. 360,000 compounds, 0.26% hits. growth absorbance; in the data active = inhibition above about 11%
HTR5A ag ctr – HTR5A agonism, opioid heterodimer counter-screen; HTR5A agonist assay, luminescence, cell-based; activation, % at 9.3 µM; 340,000 compounds, 0.61% hits; in the data active = activation mostly above about 9.5%, no sharp cut-off; inactive = mostly below about 7.6%;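 also: 0% = cells with vehicle only and 100% = reference agonist; strong numbers were not always called active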
DAGLB inh – diacylglycerol lipase beta (human) inhibition; HEK293T DAGLB membrane lysate, EnzChek fluorogenic substrate; Q8NCG7; 340,000 compounds, 0.059% hits; AID 504411; inhibition, % at 5.17 µM; in the data active = inhibition above about 34%;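 also: 0% = enzyme with vehicle and 100% = wells lacking enzyme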
SUMO Mot1 rescue – SUMOylation pathway inhibition by Mot1-301 growth rescue; S. cerevisiae Mot1-301 growth rescue, ATP luminescence, 38.5C; percent above DMSO median, 100 means doubled; growth rescue, % at 18.8 µM; 320,000 compounds, 1% hits; AID 2716;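 active = every valid replicate shows activation above 250% relative to neutral control wells; inactive = the rest, any valid replicate at or below 250%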;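 also: OY570 slx delta 5 strain wells were the positive control but not used for scaling; some compounds called inactive have numbers as strong as hits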
PKA-R2B act – activators of human PKA-R2B complex | PKA-R2B holoenzyme dissociation, Cy5-IP20 fluorescence polarization; R2B truncated from residue 108, S112A mutant; 0% DMSO only, 100% 113 µM cGMP | activation, % at 11.4 µM | 340,000 compounds, 0.079% hits;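 active = activation above a cutoff set at the mean over all compounds plus 3 SD, cut at about 18% in these data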;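 also: higher means more holoenzyme dissociation and a rise in polarization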
Target sequence (P31323 whole entry, looked up, other chains not shown, the tested form may be a part): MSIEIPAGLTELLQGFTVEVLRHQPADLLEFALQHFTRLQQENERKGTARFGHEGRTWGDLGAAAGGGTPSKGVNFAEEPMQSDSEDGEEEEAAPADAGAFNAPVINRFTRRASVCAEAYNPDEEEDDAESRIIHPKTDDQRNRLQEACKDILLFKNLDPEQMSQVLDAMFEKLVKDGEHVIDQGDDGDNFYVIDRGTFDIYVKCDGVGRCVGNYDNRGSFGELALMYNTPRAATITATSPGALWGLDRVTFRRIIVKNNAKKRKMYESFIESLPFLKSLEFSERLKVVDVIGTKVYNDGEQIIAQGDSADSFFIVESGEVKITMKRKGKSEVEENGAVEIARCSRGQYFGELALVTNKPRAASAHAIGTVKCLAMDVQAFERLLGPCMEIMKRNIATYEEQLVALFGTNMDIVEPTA
CDK5 p35 inh – CDK5/p35 (human) kinase inhibition; Q00535+Q15078; Recombinant CDK5/p35, ADP-Glo luminescence, 60 min; inhibition, % at 10 µM; 330,000 compounds, 0.01% hits;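 active = highest replicate inhibition of at least 50% and at least 75% of replicates reaching 50%; inconclusive = only one of the two criteria met; inactive = both criteria failed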;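 also: plate controls were DMSO neutral control for no effect and GW8510 at 10 µM for full effect; many of its hits are not listed in these tables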
Target sequence (Q00535 whole entry, looked up): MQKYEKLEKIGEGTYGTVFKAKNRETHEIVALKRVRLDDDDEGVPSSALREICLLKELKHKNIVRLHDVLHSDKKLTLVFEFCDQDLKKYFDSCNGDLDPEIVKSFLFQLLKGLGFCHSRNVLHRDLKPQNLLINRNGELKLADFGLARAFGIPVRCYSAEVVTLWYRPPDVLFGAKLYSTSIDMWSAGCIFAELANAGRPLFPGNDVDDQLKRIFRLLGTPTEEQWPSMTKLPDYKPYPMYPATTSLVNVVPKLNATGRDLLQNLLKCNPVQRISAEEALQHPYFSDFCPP
Target sequence (Q15078 whole entry, looked up): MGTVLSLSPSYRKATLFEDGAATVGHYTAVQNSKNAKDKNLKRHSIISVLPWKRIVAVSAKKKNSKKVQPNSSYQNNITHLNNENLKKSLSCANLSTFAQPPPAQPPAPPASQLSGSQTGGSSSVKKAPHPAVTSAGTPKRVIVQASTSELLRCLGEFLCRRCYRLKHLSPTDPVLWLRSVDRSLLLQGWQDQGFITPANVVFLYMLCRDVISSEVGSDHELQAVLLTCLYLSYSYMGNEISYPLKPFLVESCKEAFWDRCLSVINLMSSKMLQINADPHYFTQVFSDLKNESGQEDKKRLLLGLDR
PKA-R1A act – PKA-R1A complex activation. P00514+P68181. PKA-R1A dissociation, Cy5-IP20 fluorescence polarization; scaled: DMSO 0%, 113 µM cGMP 100%. activation, % at 11.4 µM. 340,000 compounds, 0.083% hits;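 active = percent activation above the mean of all tested compounds plus 3 SD, cut at about 19% in these data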;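 also: higher means more PKAc released from R1A so a rise in polarization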
* hit, by the source's call; ? = inconclusive; / = not tested or not shown.

A first look (2 entries):
SMILES	AddAB inh	HTR5A inv ctr	E coli growth	Tat export inh	phage Ecoli inh	HTR5A ag ctr	DAGLB inh	SUMO Mot1 rescue	PKA-R2B act	CDK5 p35 inh	PKA-R1A act
CSc1cccc(NC(=O)c2ccc(CN3CCc4ccccc4C3)cc2)c1	0.5	6	2.3	5	1.2	-2	-8	-8	-11	1.1	-5
CCOC(=O)c1c(C)[nH]c(C)c1C(=O)CSc1nc2ccccc2c(=O)n1-c1ccc(CC)cc1	1.2	20	1.0	3	2.7	6	2	-7	11	-0.6	5

The whole of this part, from the first entry:
SMILES	AddAB inh	HTR5A inv ctr	E coli growth	Tat export inh	phage Ecoli inh	HTR5A ag ctr	DAGLB inh	SUMO Mot1 rescue	PKA-R2B act	CDK5 p35 inh	PKA-R1A act
CSc1cccc(NC(=O)c2ccc(CN3CCc4ccccc4C3)cc2)c1	0.5	6	2.3	5	1.2	-2	-8	-8	-11	1.1	-5
CCOC(=O)c1c(C)[nH]c(C)c1C(=O)CSc1nc2ccccc2c(=O)n1-c1ccc(CC)cc1	1.2	20	1.0	3	2.7	6	2	-7	11	-0.6	5
Cc1cc(=O)oc2cc(OCCc3ccccc3)ccc12	-2.1	-8	-2.4	-1	3.2	2	-8	-7	0	0.2	-19
CC(=O)Nc1ccc(NC(=O)C(C)OC(=O)C2CC3C=CC2C3)cc1 (stereo unspecified)	3.5	5	0.3	6	1.2	3	5	3	-11	0.2	4
NC(=O)c1ccc(-c2ccc(Br)cc2)o1	3.3	-2	1.3	0	3.2	-2	-3	-8	3	1.3	-4
Cc1ccc(CNC(=O)CCC2CCCN(Cc3c(C)nn(C(C)C)c3C)C2)o1 (stereo unspecified)	0.5	-6	1.1	7	3.5	3	1	13	3	-1.5	-4
O=C(c1ccccc1)N1CCN(C(=O)c2ccccc2)c2ccccc21	/	14	/	-6	-0.8	-4	-2	/	1	-0.7	1
CCOC(=O)N1CCN(C(=O)c2ccc(C)c(S(=O)(=O)Nc3cccc(C)c3C)c2)CC1	1.4	12	1.2	8	3.8	-4	2	126	-4	3.5	-10
COC(=O)c1sc(SC)c(S(=O)(=O)C(C)C)c1N/N=C(\C#N)S(=O)(=O)c1ccccn1	0.8	-18	-1.9	3	1.3	4	-1	-11	3	6.3	-2
N#CC1=C2N=C(N)c3c(sc4c3CCCCC4)N2C2=C(C(=O)CCC2)C1c1ccccc1 (stereo unspecified)	0.8	12	-1.6	1	3.1	1	10	-28	4	0.2	-7
COc1ccccc1N(C)S(=O)(=O)c1ccc(C(=O)NC2CCCCCC2)cc1	0.8	-7	1.2	2	-2.3	3	-2	115	0	0.9	-8
C=CCOc1c2ccc(C(=O)NCCc3ccc(C)cc3)cc2nn1C	2.9	-37	-0.8	-5	1.0	-3	2	102	5	-0.7	6
O=C(Cc1ccc(Br)cc1)NC1CCCc2ccccc21 (stereo unspecified)	0.9	18	-2.5	8	2.2	-6	-1	1	-4	0.6	6
CCCCC(CCCC)=N/N=C/c1c(O)n(CC)c2cc(C3=NNC(=O)CC3)ccc12	0.3	-7	-2.5	3	1.5	3	3	3	-2	0.0	1
CC(=O)Nc1nc(-c2ccc(Cl)cc2)nc(C)c1C(C)=O	1.0	3	-0.2	3	0.4	-1	-2	2	-11	0.3	-15
CN(C)S(=O)(=O)n1cc(/C=C(\NC(=O)c2ccccc2F)C(=O)NCCCN2CCOCC2)c2ccccc21	2.5	13	-0.7	-2	0.3	-3	3	4	9	-3.3	-6
CN1CCN(C(=O)/C(=C\c2cccs2)NC(=O)c2ccco2)CC1	5.1	18	1.0	16	3.0	-5	-1	8	-9	0.0	-12
CCOc1ccc(N(CC(=O)N2CCOCC2)S(=O)(=O)c2ccc(F)cc2)cc1	0.8	-41	3.4	-8	2.9	2	-2	2	-5	-1.8	12
COc1ccc2c(=O)c3c(=O)n(Cc4ccco4)c(-c4ccco4)nc3oc2c1	1.0	-4	0.7	-1	3.5	8	0	-14	-5	-2.3	-10
CC(C)Cc1nnc(NC(=O)CCNC(=O)c2ccco2)s1	3.3	2	0.3	3	2.3	-1	0	57	12	-1.9	0
Cc1ccnc(NS(=O)(=O)c2ccc(NS(=O)(=O)c3ccccc3)cc2)n1	0.5	-4	-0.1	?	1.3	-1	3	-4	-4	0.3	4
O=S(=O)(c1cccc2nsnc12)N1CCCC1	0.7	-16	2.0	-3	-1.2	0	-2	-34	-10	-0.2	6
Cn1c(N)c(C(=O)COC(=O)CNC(=O)c2ccccc2F)c(=O)n(C)c1=O	0.4	-6	0.4	2	0.0	2	0	-9	-6	0.8	0
COc1cc2c(cc1OC)CN(C(=O)c1cccc([N+](=O)[O-])c1)CC2	-0.7	-24	0.7	-4	2.4	3	-1	32	1	-0.8	3
Cc1cc(C)c(NC(=O)CN2CCCCCC2)c(C)c1	1.8	-10	0.5	-6	1.2	3	-6	66	-15	1.9	-10
COc1ccc(Br)cc1S(=O)(=O)Nc1ccc(Cl)cn1	-0.7	5	-2.3	10	5.7	-1	1	-4	-8	0.1	-11
COc1ccccc1-c1cn(-c2ccccc2)c(=S)[nH]1	-0.4	-11	2.0	8	1.4	3	0	-9	-5	-0.9	-5
CCOC(=O)c1cn(-c2ccccc2CO)c2c(F)c(F)c(F)cc2c1=O	2.1	-7	1.6	-5	1.0	3	0	12	2	-0.9	-7
CCOC(=O)c1cnc2ccc(C)cc2c1OCc1cc(F)cc(F)c1	0.7	-8	-1.2	1	0.3	-1	1	-1	-11	-1.3	-4
Nc1nc(Cl)cc(=O)n1Cc1ccc(Cl)cc1	1.6	-15	-1.3	7	2.1	3	-3	3	0	0.5	6
Cc1ccc(N2C(=O)CC2(C#N)c2ccc(OCc3ccccc3)cc2)cc1 (stereo unspecified)	0.8	-20	-0.5	-8	3.4	7	-9	-2	3	1.8	-7
CCOc1ccc(C2Oc3nc(SC)nnc3-c3ccccc3N2C(C)=O)cc1OC (stereo unspecified)	4.3	-14	2.6	5	2.0	5	-2	-3	-5	-2.6	1
O=C(COC(=O)COc1ccc(Nc2ccccc2)cc1)NCc1ccco1	1.5	21	-0.7	1	3.6	-5	1	4	2	0.3	-11
CC(C[N+](C)(C)C)OC(=O)C1(c2ccccc2)CCCC1 (stereo unspecified)	-2.5	-6	-3.0	-1	1.1	-2	-2	5	2	0.0	2
O=C(O)c1ccc(Sc2nnc(-c3cccc(Br)c3)o2)c([N+](=O)[O-])c1	0.6	8	1.1	1	-0.2	-3	3	-12	5	0.5	9
Cc1ccccc1Nc1nc(N)nc(COC(=O)c2cccc(S(=O)(=O)N(C)C)c2)n1	2.5	1	-1.1	2	3.4	1	1	-5	8	1.4	2
CS(=O)(=O)Nc1nnc(CCc2ccccc2)s1	0.8	18	-2.1	-4	0.0	-5	1	108	3	0.1	-6
CCc1ccc(-c2cn3c(n2)SCC3)cc1	2.9	-3	1.8	4	4.8	4	1	-20	-19	-8.2	-2
Cc1cc2[nH]c(=O)c(=O)[nH]c2cc1S(=O)(=O)Nc1cccc(F)c1	3.9	-3	-0.1	-1	1.4	2	2	1	5	1.2	-3
CSc1nnc(-c2ccccc2)n1C	-0.2	12	-1.3	-2	-2.4	8	0	-23	-8	-2.3	-9
O=C(CNCc1ccc(F)cc1)Nc1ccc(C(=O)N2CCCCC2)cc1	2.2	9	1.1	5	0.8	-2	-2	1	-1	0.0	9
C=CCn1c(=S)[nH]c2sccc2c1=O	3.1	-3	2.9	4	2.8	1	0	-1	8	2.0	2
COc1cc2c(cc1OC)C(=S)NC(C)(C)C2	-0.2	1	-1.2	-3	1.0	7	4	3	3	0.0	6
C=CCNc1sc(C(=O)c2ccc(C)cc2)c(N)c1C#N	3.6	4	0.0	-5	1.8	0	1	-7	-16	0.2	0
COc1ccc(OC)c2sc(NC(=O)c3ccc(Br)s3)nc12	-1.7	-12	-0.6	22	1.9	-1	1	-6	-8	1.7	3
CCCOc1ccc(-c2nc(OC)c3ccccc3n2)cc1	2.4	9	-2.2	0	-2.9	-4	-9	-3	3	0.3	-1
N#CCC(=O)N/N=C/c1cc(Br)ccc1OCc1cccc2ccccc12	-1.7	1	-1.5	4	4.4	0	0	-1	-9	-2.0	0
O=C(Nc1cccnc1)c1ccco1	1.3	7	0.1	-8	0.5	-3	-3	14	-9	3.7	-16
Cn1nc([N+](=O)[O-])nc1Sc1nnnn1-c1cccc(C(=O)O)c1	1.1	-10	0.5	-17	1.4	3	2	-3	-12	0.8	2
CC(C)Sc1nnc(SCC(=O)NCCCN2CCCC2=O)s1	3.3	-14	0.5	6	4.4	-5	0	55	-7	-0.7	-7
Cc1cc(C)n(CCNC(=O)CC2C(=O)NCCN2Cc2ccc(C)o2)n1 (stereo unspecified)	-1.4	-12	-0.1	4	4.7	3	-2	-9	2	0.6	-6
Cc1ccc(C(=O)N2CCN(Cc3ccc4c(c3)OCO4)CC2)cc1[N+](=O)[O-]	2.3	8	-0.1	-10	6.6	-3	2	10	-3	1.1	-10
O=S(=O)(O)c1cccc2c(N=Nc3ccc(O)c4ncccc34)cccc12	4.4	10	9.2	-5	/	-2	26	-13	21*	-2.2	0
CCn1nc(C(=O)OCC(=O)c2cc(C)n(Cc3cccs3)c2C)c2ccccc2c1=O	0.8	6	-2.5	4	-1.9	4	-6	6	2	-0.1	-8
COc1ccccc1NC(=O)C1=C(C)Nc2nnnn2C1c1ccccn1 (stereo unspecified)	-1.7	-11	-0.9	-4	2.0	2	2	6	-7	-0.2	-4
COc1ccc2cc(S(=O)(=O)NCc3cccnc3)ccc2c1	1.1	7	2.6	-5	1.1	-2	1	-24	-5	0.9	-1

5 compounds picked at random from the list so far, as already listed:
SMILES	AddAB inh	HTR5A inv ctr	E coli growth	Tat export inh	phage Ecoli inh	HTR5A ag ctr	DAGLB inh	SUMO Mot1 rescue	PKA-R2B act	CDK5 p35 inh	PKA-R1A act
Cn1nc([N+](=O)[O-])nc1Sc1nnnn1-c1cccc(C(=O)O)c1	1.1	-10	0.5	-17	1.4	3	2	-3	-12	0.8	2
COc1cc2c(cc1OC)C(=S)NC(C)(C)C2	-0.2	1	-1.2	-3	1.0	7	4	3	3	0.0	6
CCCOc1ccc(-c2nc(OC)c3ccccc3n2)cc1	2.4	9	-2.2	0	-2.9	-4	-9	-3	3	0.3	-1
C=CCn1c(=S)[nH]c2sccc2c1=O	3.1	-3	2.9	4	2.8	1	0	-1	8	2.0	2
O=C(Nc1cccnc1)c1ccco1	1.3	7	0.1	-8	0.5	-3	-3	14	-9	3.7	-16
